bCat nuc transl: modulators of beta-catenin nuclear translocation. nuclear translocation activity, % at 5 µM. HeLa beta-catenin nuclear translocation, immunofluorescence imaging. actives 0.3% (n = 190,000);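 active = nuclear translocation activity above 50% at 5 µM, with a well cell count of 50 or more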;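 note: per-cell ratio of nuclear to cytoplasmic median beta-catenin stain intensity; plate controls were DMSO negative control for no effect and GSK-3 inhibitor IX positive control for full effect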
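Test system: human HeLa cell line; Doses: 5 µM primary, 0.02–20 µM confirmation; Incubation: 24 h compound exposure, 37°C; Detection: beta-catenin immunofluorescence imaging with DAPI; Read-out: beta-catenin nuclear/cytoplasmic ratio, % activation.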
MT stabilize HCS: microtubule stabilization, imaging screen. actives 0.83% (n = 200,000). HeLa tubulin immunostaining HCS, 24 h; share of cells brighter than vehicle mean+2SD. % tubulin-high responders, % at 10 µM;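 active = plate Z-score above 3 for both tubulin-high and condensed-nucleus cell shares, with cell loss under 80%, at 10 µM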;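 note: anti alpha tubulin signal scored within the nucleus-defined area of each cell; some results filed as inactive read as strong as hits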
Dynein cargo inh: blocks dynein driven cargo transport along microtubules. 3617.4 mouse cells, GR-EGFP nuclear translocation imaging; test concentration mostly 20 µM; stimulated with dexamethasone, 1 µM; stronger effect = lower value. z-score, hits read low. actives 0.47% (n = 220,000). AID 1381;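 active = plate z-score of nuclear minus cytoplasmic receptor signal below a set negative limit, without overly bright fluorescence or cell loss, cut at about -3.5 in these data, passing the limit was not always enough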;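 note: z-score of nuclear minus cytoplasmic ring GR-EGFP intensity difference per well; some compounds called inactive have numbers as strong as hits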
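Medium: Induction medium lacking tetracycline, stripped serum | Probe or stimulus: 1.0 µM final dexamethasone stimulus | Schedule: 48 h induction, then 1 h compound, then 30 min agonist, 37 °C | Signal: Automated 10x imaging of fixed Hoechst-stained cells | Evaluation: Per-cell GR-EGFP intensity, nucleus versus surrounding cytoplasmic ring, well-averaged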
HEK293 NOD2/NF-kB: inhibition of NOD2-driven NF-kB reporter – cell-based, luminescence, uHTS, HEK293 (AID 1566) | HEK293 NOD2/NF-kB luciferase reporter, luminescence; higher % means a stronger effect | inhibition, % at 4 µM, or EC50 in µM where a hit was titrated | actives 0.63% (n = 290,000); in the data active = inhibition above about 50%; note: many of its hits are not listed in these tables
NOD1 NF-kB reporter: inhibition of NOD1-driven NF-kB reporter – cell-based, luminescence, uHTS, primary screen (AID 1578). NOD1-driven NF-kB luciferase reporter cells, luminescence; higher % means a stronger effect. actives 1% (n = 290,000). one-dose inhibition, % at 4 µM; EC50 in µM for titrated hits; in the data active = inhibition mostly above about 36%, no sharp cut-off; inactive = mostly below about 34%;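 note: HEK-293T reporter cells stimulated with the NOD1 agonist gamma-tri-DAP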
Yfh1-depleted yeast: mitochondrial function rescue without frataxin homolog – Friedreich's ataxia, plus single-dose screen, dose response (AID 1465). actives 0.074% (n = 220,000). fold induction at 50 µM; hits with a dose series show EC50 in µM. S. cerevisiae Yfh1-off respiration, WST-1 reduction, 72 h; higher fold induction means a stronger effect;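 active = fold induction of absorbance versus untreated yeast above a set limit, then at least 30% activation at any dose in follow-up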;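 note: activators that raise dye reduction in frataxin-depleted yeast; strong numbers were not always called active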
Autophagy HCS: modulators of autophagy; calls only at 10 µM (by protocol); AID 463193; actives 0.98% (n = 190,000); MEF GFP-LC3 puncta imaging; test concentration mostly 10 µM;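 active = percentage of spot-positive cells more than 3 SD above its plate mean, without a fluorescence outlier flag or 80% toxicity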;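 note: spot-positive cell cutoff set from DMSO-treated cells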
Insulin prom up: MIN6 insulin promoter up-regulation | MIN6 insulin promoter-GFP reporter, high-content imaging; stronger effect = higher value | z-score at 5 µM | actives 0.3% (n = 190,000) | AID 1625;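 active = z-score above 3 at 5 µM with at least 500 cells counted in the well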
M17LAP inhibition: P. falciparum M17LAP inhibitors, primary screen, biochemical, fluorogenic H-Leu-NHMec substrate, 1536-well (AID 1619) | recombinant M17LAP, H-Leu-NHMec fluorogenic kinetic assay; higher % means a stronger effect | inhibition, % at 30 µM; hits with a dose series show IC50 in µM | actives 0.38% (n = 220,000);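 active = compound inhibiting the enzyme by more than half at any dose during confirmatory dose-response retesting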;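 note: plate controls were full reaction with DMSO carrier for no effect and no enzyme background for full effect; strong numbers were not always called active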
Dynein cargo inh cytoplasmic EGFP: further read-out of Dynein cargo inh, marked with its call; z-score; measured here: cytoplasmic GR-EGFP intensity; stronger effect = higher value
Dynein cargo inh nuclear GR-EGFP: further read-out of Dynein cargo inh, marked with its call; z-score; measured here: nuclear GR-EGFP intensity;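 lower value marks the stronger effect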
Dynein cargo inh cell count: further read-out of Dynein cargo inh, marked with its call; z-score; measured here: cell count per field
Insulin prom up cell count: further read-out of Insulin prom up, marked with its call; cell count; measured here: cytotoxicity, nuclei count;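 total cells summed across four imaged fields per well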
bCat nuc transl cell count 5 µM: second read-out of bCat nuc transl, no call of its own (marks repeat the call); cell count; measured here: cell count, cytotoxicity flag
MT stabilize HCS Hoechst-high %: also measured in MT stabilize HCS; calls as there; % Hoechst-high responders; measured here: nuclear condensation Hoechst responders;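 share of cells brighter than vehicle mean plus two SD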
MT stabilize HCS cytotoxicity %: second read-out of MT stabilize HCS, no call of its own (marks repeat the call); toxicity, %; measured here: cytotoxicity by cell density;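 0% = mean cell density of plate MIN control wells and 100% = no cells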
Autophagy HCS cell loss 18 h: recorded beside Autophagy HCS, whose call it bears; toxicity, %; measured here: cell loss, nuclei count;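 cell loss after 18 h compound exposure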
* marks the source's active call; other numbers are inactive results; i = inactive; . = no result given; + = active, no number. A portion of the library; count on the stated rates, not on these rows.

SMILES	bCat nuc transl	bCat nuc transl cell count 5 µM	MT stabilize HCS	MT stabilize HCS Hoechst-high %	MT stabilize HCS cytotoxicity %	Dynein cargo inh	Dynein cargo inh cytoplasmic EGFP	Dynein cargo inh nuclear GR-EGFP	Dynein cargo inh cell count	HEK293 NOD2/NF-kB	NOD1 NF-kB reporter	Yfh1-depleted yeast	Autophagy HCS	Autophagy HCS cell loss 18 h	Insulin prom up	Insulin prom up cell count	M17LAP inhibition
O=C(c1cccnc1)N1N=C(C2CCCCC2)CC1(O)C(F)(F)F (stereo not given)	-1.5	976	4.4	1.8	5.8	1.3	-0.31	0.92	-0.31	20%	-8%	i	i	-11	0.62	1437	-4%
CCC(=O)Nc1cccc(C2=NOC3(C2)C[C@@H](C(N)=O)N(C(=O)C2(C)CC2)C3)c1 (stereo not given in full)	-0.8	1070	.	.	.	1.4	-0.59	1.2	-1.7	-11%	9%	i	.	.	1.1	670	2%
CCC(NC(=O)Nc1nnc(C(F)(F)F)s1)(C(F)(F)F)C(F)(F)F	4.9	1061	4.3	0.4	15	0.2	-0.32	0.041	0.17	-92%	33%	i	+	24*	-0.4	608	-1%
Nc1nc(F)nc2c1ncn2[C@@H]1O[C@H](CO)[C@@H](O)[C@@H]1O	-2.0	542	2.1	1.5	6.3	1	-0.23	0.87	-0.069	18%	-6%	i	i	17	.	.	-7%
O=C1CS/C(=C\[N+](=O)[O-])N1c1ccc(OC(F)(F)F)cc1	0.8	1441	2.3	1.1	7.1	-0.67	-0.19	0.22	0.96	-9%	.	i	i	-25	1.1	1491	-9%
CN(C)CCNC(=O)c1cccc(S(=O)(=O)Nc2ccccc2F)c1	-2.0	973	2.6	2.0	0.6	0.18	-0.37	-0.24	0.57	5%	-26%	i	i	8	-0.22	1520	5%
CN(C)CC1CCCCC1OC(=O)c1ccc(Cl)cc1Cl (stereo not given)	-2.9	1036	2.4	2.1	7.2	-0.53	-0.27	-0.5	0.63	-5%	-27%	i	i	12	0.33	1668	3%
COc1ccc(N2CCN(C(=O)Cn3nnc(-c4ccccc4N)n3)CC2)cc1	2.1	952	2.8	2.3	2.4	-0.18	-0.26	0.67	-0.93	-4%	-13%	i	i	23	0.36	1298	-8%
CC(NC(=O)c1ccccc1NC(=O)c1ccncc1)c1ccccc1 (stereo not given)	0.4	889	3.7	2.7	6.7	0.51	-0.34	0.73	0.27	-2%	-44%	i	i	9	-1.2	1726	6%
CCc1ccc(NC(=O)COC(=O)CCCC2=NS(=O)(=O)c3ccccc3N2)cc1	0.3	1084	3.7	1.3	5.7	-0.71	-0.18	-0.59	1.1	-14%	-42%	i	i	-12	0.16	1182	4%
O=C(Cc1csc(NC(=O)c2ccc(F)cc2)n1)NO	-0.9	1106	4.4	3.3	4.3	0.098	-0.36	-0.084	-0.088	-26%	-32%	i	i	8	0.8	1317	15%
O=C(CS(=O)(=O)c1cn(Cc2ccc(Cl)cc2)c2ccccc12)N1CCOCC1	2.2	1003	1.9	2.9	7.2	0.26	-0.21	0.34	0.081	13%	-23%	i	i	-4	-1.1	1092	5%
Nc1cc(Cl)nnc1Cl	-1.2	1344	.	.	.	-0.4	-0.26	-0.6	0.67	10%	-4%	i	.	.	-0.27	1139	1%
CC1CC1C(=O)OCC(=O)c1c(N)n(C)c(=O)n(C)c1=O (stereo not given)	-3.0	1069	1.5	2.2	8.9	-0.57	-0.21	-0.43	0.046	1%	19%	i	i	-11	1.2	1340	11%
Cc1ccc(CNC(=O)c2cn(C3CCCCC3)c(=O)c3c2c2ccccc2n3C)o1	.	.	3.0	1.4	15	1.1	0.059	0.95	-0.85	17%	-1%	i	i	-8	0.14	827	-3%
S=c1nc[nH]c2c1ncn2C1CCCO1 (stereo not given)	-0.5	991	.	.	.	0.023	-0.15	-0.2	0.32	-1%	-2%	i	.	.	0.66	1503	-4%
O=c1nc(Nc2ccccc2)oc2ccccc12	0.1	1339	.	.	.	-0.94	-0.21	-0.11	0.64	-3%	0%	i	.	.	-1.1	1117	-6%
CC1(C)CC(=O)C2=C(C1)N=C1SCCC(=O)N1C2c1ccc(C(F)(F)F)cc1 (stereo not given)	-2.1	1158	2.7	1.3	7.2	-0.84	-0.24	-0.3	0.61	1%	-3%	i	i	-6	-0.19	1184	3%
CO/N=C/c1ccc(N2CCN(C(=O)c3cccc(Cl)c3)CC2)c([N+](=O)[O-])c1	-0.8	1335	1.0	2.1	12	0.045	-0.23	-0.34	0.066	-5%	11%	i	i	5	0.17	1315	9%
c1ccc2cc(Sc3ncnc4c3oc3ccccc34)ccc2c1	3.6	1453	3.2	1.3	5.3	-0.43	-0.12	-0.86	-0.33	-13%	-22%	i	i	6	-0.25	1555	-9%
Cc1ccc2c(c1)C(=O)C(=O)N2CCCOc1ccccc1C	0.2	1496	3.6	3.4	5.7	-0.59	-0.15	-0.13	-0.57	9%	0%	i	i	-3	0.08	1601	-6%
CCC(=O)Oc1ccc(C(=O)Nc2cccc(C(=O)NC(C)(C)C)c2)cc1	-1.4	1018	2.3	1.7	1.8	-0.57	-0.17	-0.17	-0.05	12%	-10%	i	i	-18	-0.86	1333	-3%
CCCN(CC1CC1)C(=O)COc1ccccc1C(=O)NCc1ccccc1	3.0	1071	1.7	1.6	5.6	-0.86	-0.35	-0.28	1.3	-6%	18%	i	i	-2	1.1	824	10%
CN1/C(=C\C(=S)Nc2ccccc2)C(C)(C)c2ccccc21	-4.8	1102	2.2	2.0	2.0	-0.63	-0.22	0.018	-0.91	-14%	-16%	i	i	14	-0.03	1069	-1%
NC(=O)N/N=C/c1ccc(OCc2cccc(Cl)c2)cc1	-0.4	1479	4.8	2.0	5.6	-0.8	-0.2	0.21	0.8	-14%	-12%	i	i	3	-0.24	1423	-1%
Cc1nc2ccccn2c1C(=O)CSc1cccc(Cl)c1	-2.2	1024	5.4	1.7	13	0.0081	-0.15	0.069	-0.32	-10%	-39%	i	i	11	0.32	1164	0%
CCOc1ccc(OCC)c(S(=O)(=O)NC2CC(C)(C)NC(C)(C)C2)c1	1.0	1040	2.0	1.6	7.2	0.36	-0.34	-0.46	0.69	-14%	-19%	i	i	12	-0.05	1310	9%
Fc1ccc(-c2[nH]ncc2CN2CCN(c3ccc(F)cc3)CC2)cc1	2.2	1298	.	.	.	-0.69	-0.29	-0.56	-0.11	2%	-8%	i	.	.	-0.01	1363	-6%
Cc1ccc(N(CCC(=O)Nc2nnc(C3CC3)s2)S(=O)(=O)c2ccccc2)cc1	0.4	1048	2.8	2.6	8.4	0.85	-0.18	0.62	-0.23	-1%	-3%	i	i	11	-0.18	1461	-18%
Cc1cnc(-c2nnc(N(C)C(=O)C3CCCO3)s2)cn1 (stereo not given)	-9.2	1031	5.6	3.6	9.8	-0.5	-0.21	0.16	-0.085	-9%	-10%	i	i	6	0.18	1107	-2%
CCOC(=O)C(=CNc1ccccc1Cl)C(=O)OCC	-0.1	1347	.	.	.	0.24	-0.26	0.78	-0.033	13%	-7%	i	.	.	-0.17	861	8%
Cc1ccc(Nc2nc3ccccc3s2)c(C)c1	-1.0	992	2.6	2.6	9.4	-0.57	-0.25	-0.24	0.45	-159%	-76%	i	i	-1	-0.15	1345	-11%
CCc1nnc(SCC(=O)NC2CCCC2)nc1CC	.	.	1.4	1.0	2.9	1.4	-0.15	0.84	-0.47	8%	-10%	i	i	-11	-0.9	977	5%
CCCNS(=O)(=O)c1ccc(NC(=O)c2ccccn2)cc1	-1.5	1059	2.5	1.9	3.0	-1.5	-0.23	-0.62	0.86	-50%	-8%	i	i	2	.	.	-4%
Cn1c(NCc2cc(Br)ccc2O)nc2ccccc21	-2.5	1143	2.3	2.6	10	-0.69	-0.25	-0.26	0.7	8%	19%	i	i	4	0.48	1023	-13%
COc1cc(CN2CCN(c3ccccc3F)CC2)c([N+](=O)[O-])cc1OC	2.2	980	1.9	1.8	5.9	-0.9	-0.26	-0.27	0.85	15%	-4%	i	i	-1	0.01	1339	-5%
CCc1ccc(-c2cc(C(=O)NCc3ccccn3)c3ccccc3n2)cc1	0.1	1065	7.1	3.9	7.4	2.9	-0.12	1.1	-1.7	-6%	-5%	i	i	-7	0.23	1256	10%
O=C(CCCN1C(=O)CSc2ncccc21)N1CCN(Cc2ccccc2)CC1	2.0	1094	3.6	2.5	7.7	-0.59	-0.086	0.033	0.56	12%	5%	i	i	-3	-1.3	1908	12%
CC(/C=N/NC(=O)Cc1cccn1C)=C\c1ccccc1	-4.6	559	2.0	1.6	7.0	-0.6	-0.18	-0.6	0.18	-25%	-25%	i	i	2	0.07	1343	33%
CC1CCCCC1NC(=O)C(=O)NCC1CCCO1 (stereo not given)	1.3	528	1.8	2.0	7.7	-0.86	-0.24	-0.54	0.19	14%	-24%	i	i	10	0.43	1304	-2%

Screens: PubChem, several laboratories
